# APOBEC3G inh – APOBEC3G DNA deaminase inhibitors, primary screen, biochemical, fluorescence, single-stranded DNA substrate, uHTS. DNA dC->dU-editing enzyme APOBEC-3G (Homo sapiens), Q9HC16. inhibition, % at 20 µM. recombinant A3G, ssDNA deamination FAM/TAMRA fluorescence. actives 0.28% (n = 330,000);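 active means inhibition of at least 40% at 20 µM, with no more than 30% in the related APOBEC3A deaminase screen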;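 further: plate controls were DMSO wells with A3G for no effect and wells lacking A3G enzyme for full effect; some compounds called inactive have numbers as strong as hits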
# Target sequence (Q9HC16 whole entry, looked up): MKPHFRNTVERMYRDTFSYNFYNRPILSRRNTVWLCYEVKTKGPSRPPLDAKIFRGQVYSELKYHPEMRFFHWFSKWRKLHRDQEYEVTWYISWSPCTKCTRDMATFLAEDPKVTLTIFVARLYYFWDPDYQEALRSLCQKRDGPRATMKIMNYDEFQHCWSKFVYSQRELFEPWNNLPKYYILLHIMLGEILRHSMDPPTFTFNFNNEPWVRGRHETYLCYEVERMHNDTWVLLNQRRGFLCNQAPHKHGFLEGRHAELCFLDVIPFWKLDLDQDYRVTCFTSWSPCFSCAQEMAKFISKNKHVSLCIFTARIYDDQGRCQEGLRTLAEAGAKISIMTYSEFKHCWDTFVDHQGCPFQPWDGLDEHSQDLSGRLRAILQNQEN
# hIAP act – human IAP activators, primary screen, biochemical, luminescence, uHTS; Intestinal-type alkaline phosphatase (Homo sapiens), P09923; purified human IAP, CDP-Star luminescence, 30 min; stronger effect = higher value; 1 = vehicle-only enzyme, 0 = enzyme-free background; activation factor at 10 µM; actives 0.16% (n = 330,000); AID 2524, 2010;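 active means activation factor of the enzyme at least 2-fold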; further: the source names both 10 and 20 µM as test concentration; values of inactives mirror those of a sister screen read the other way
# MPTP inh – mitochondrial permeability transition pore inhibitors, primary screen, biochemical, isolated mouse mitochondria, absorbance. AID 602449, 2012. actives 1.4% (n = 360,000). Ca2+ swelling absorbance, 30 min. inhibition, % at 10 µM;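 active means inhibition of 50% or more, scaled per plate between neutral and stimulator controls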;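 further: 0% = DMSO wells given calcium and 100% = 1 mM EGTA wells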
# MIN6 prolif – inducers of MIN6 beta-cell proliferation, primary screen, ATP luminescence, uHTS; proliferation, % at 10 µM; MIN6 cells proliferation, ATPlite luminescence, 48 h; cells starved in 0.2% serum; 100% = growth in 10% serum; AID 2380, 2010; actives 0.29% (n = 330,000);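 active means compounds whose signal lies at least 3.5 SD above the mean of all wells on their plate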;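 further: 0% = DMSO-treated cells in low-serum medium and 100% = 10% serum control; some compounds called inactive have numbers as strong as hits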
# mIAP block – inhibitors of mouse IAP, primary screen, biochemical, luminescence, uHTS | inhibition, % at 10 µM | actives 0.2% (n = 330,000) | intestinal alkaline phosphatase [Mus musculus] | purified mouse IAP, CDP-Star luminescence, 30 min;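 active means inhibition of at least 40% at 10 µM in the primary screen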;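 further: plate controls were DMSO with enzyme for no effect and no enzyme wells for full effect; values of inactives mirror those of a sister screen read the other way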
# hIAP inh – human IAP inhibitors, primary screen, biochemical, luminescence, uHTS. Intestinal-type alkaline phosphatase (Homo sapiens), P09923. purified IAP, CDP-Star luminescence, 30 min. inhibition, % at 10 µM. actives 0.12% (n = 330,000). AID 2544, 2010;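 active means inhibition reaching a set limit with compound at 10 µM in the primary screen, cut at about 35% in these data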;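 further: plate controls were DMSO wells with enzyme for no effect and no-enzyme buffer wells for full effect; values of inactives mirror those of a sister screen read the other way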
# ATG4B inh – ATG4B protease inhibitors, primary screen, biochemical, fluorescence, uHTS. inhibition, % at 8.33 µM. AID 504462, 2011. Cysteine protease ATG4B (Homo sapiens), Q9Y4P1. ATG4B cleavage of LC3-PLA2, NBD-HPC fluorescence, 1 h. actives 0.51% (n = 340,000); in the data active means inhibition above about 40%
# Target sequence (Q9Y4P1 whole entry, looked up): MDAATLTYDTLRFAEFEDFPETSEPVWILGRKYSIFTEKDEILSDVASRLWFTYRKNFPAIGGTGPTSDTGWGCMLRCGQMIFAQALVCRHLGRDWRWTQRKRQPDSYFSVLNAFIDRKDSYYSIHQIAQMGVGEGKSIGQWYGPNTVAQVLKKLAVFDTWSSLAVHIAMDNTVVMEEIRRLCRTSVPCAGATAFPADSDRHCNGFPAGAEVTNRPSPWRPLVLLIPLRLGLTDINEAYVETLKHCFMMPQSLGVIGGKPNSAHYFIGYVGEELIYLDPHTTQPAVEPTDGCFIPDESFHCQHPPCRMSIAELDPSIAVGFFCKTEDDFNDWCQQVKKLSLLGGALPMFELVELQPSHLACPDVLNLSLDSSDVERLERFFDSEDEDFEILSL
# APOBEC3A inh – APOBEC3A ssDNA deaminase inhibitors, primary screen, selectivity assay for APOBEC3G inhibitor project, biochemical, FAM/TAMRA oligo cleavage fluorescence | DNA dC->dU-editing enzyme APOBEC-3A (Homo sapiens), P31941 | recombinant A3A, FAM/TAMRA ssDNA deamination fluorescence | inhibition, % at 20 µM | actives 0.41% (n = 330,000) | AID 493011, 2011;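 active means at least 40% inhibition at 20 µM here, with at most 30% in a related deaminase screen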;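 further: plate controls were A3A with DMSO for no effect and wells lacking A3A enzyme for full effect; some results filed as inactive read as strong as hits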
# Target sequence (P31941 whole entry, looked up): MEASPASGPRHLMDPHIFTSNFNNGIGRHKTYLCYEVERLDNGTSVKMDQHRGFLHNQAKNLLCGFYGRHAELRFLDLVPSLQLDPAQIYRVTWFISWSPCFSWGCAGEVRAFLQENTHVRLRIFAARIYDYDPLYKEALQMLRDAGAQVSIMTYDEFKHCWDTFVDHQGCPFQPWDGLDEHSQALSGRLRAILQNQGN
# mIAP activ – activators of mouse IAP, primary screen, biochemical, luminescence, uHTS; intestinal alkaline phosphatase [Mus musculus]; muIAP, CDP-Star luminescence, 30 min; stronger effect = higher value; 1 = vehicle-only enzyme signal, 0 = enzyme-free wells; activation factor at 10 µM; actives 0.24% (n = 330,000);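 active means activation factor of at least 2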; further: the source names both 10 and 20 µM as test concentration; values of inactives mirror those of a sister screen read the other way
#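 also added = chemiluminescent substrate CDP-Star | test system = mouse IAP enzyme | signal = chemiluminescence readout | compound = DMSO-dissolved test compounds | incubation = 30 min at room temperature | benchmarks = DMSO wells, no-enzyme wells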
# Starred values were filed as active, the others as inactive; . = no result given.
# The first 3 entries as a preview:
# Sequence of screens – APOBEC3G inh | hIAP act | MPTP inh | MIN6 prolif | mIAP block | hIAP inh | ATG4B inh | APOBEC3A inh | mIAP activ
- CC(=O)NC(C)(C)C1CC=C(C)/C(=N\O)C1 (centres undefined)
 : -4 | 0.93 | 0.2 | 0 | 18 | 7 | 0 | 0 | 0.82
- Cc1ccc(C)c(N)c1
 : -5 | 1 | -0.2 | -4 | -17 | -3 | 7 | -1 | 1.2
- CSC1=N/C(=C/c2cccnc2)C(=O)N1Cc1ccccc1
 : -4 | 1.1 | -1.0 | -2 | -1 | -9 | -4 | -1 | 1

# The list itself, previewed entries included:
# Sequence of screens – APOBEC3G inh | hIAP act | MPTP inh | MIN6 prolif | mIAP block | hIAP inh | ATG4B inh | APOBEC3A inh | mIAP activ
- CC(=O)NC(C)(C)C1CC=C(C)/C(=N\O)C1 (centres undefined)
 : -4 | 0.93 | 0.2 | 0 | 18 | 7 | 0 | 0 | 0.82
- Cc1ccc(C)c(N)c1
 : -5 | 1 | -0.2 | -4 | -17 | -3 | 7 | -1 | 1.2
- CSC1=N/C(=C/c2cccnc2)C(=O)N1Cc1ccccc1
 : -4 | 1.1 | -1.0 | -2 | -1 | -9 | -4 | -1 | 1
- CC(Sc1nncn1C)C(=O)Nc1nnc(-c2ccccc2)s1 (centres undefined)
 : -3 | 0.98 | -0.9 | -1 | 14 | 2 | 3 | -4 | 0.85
- Cc1ccccc1NS(=O)(=O)c1ccc2c(c1)oc(=O)n2C
 : 2 | 1 | 0.5 | -1 | -3 | -3 | -1 | -1 | 1
- COc1cc(OC)c2ccc(=O)oc2c1C(CC(=O)N1CCN(c2ccccc2)CC1)c1ccc2c(c1)OCO2 (centres undefined)
 : -2 | 0.95 | -1.6 | -7 | 4 | 5 | -12 | 9 | 0.96
- COC(=O)c1cc2cc(Cl)ccc2nc1SC
 : 3 | 0.89 | 0.0 | -1 | 5 | 11 | -7 | 4 | 0.95
- Cc1oc(-c2ccccc2Cl)nc1CSc1nc2c(c(=O)[nH]1)CCCC2
 : -3 | 0.89 | 6.5 | -2 | -3 | 11 | -4 | -3 | 1
- CCOC(=O)N1CCC(N(CCN(C)C)C(=S)Nc2cccc(C)c2)CC1
 : -1 | 0.95 | -0.9 | -2 | -3 | 5 | -8 | 1 | 1
- COc1ccc(OC)c(NC(=O)CSc2nccn2Cc2ccco2)c1
 : -3 | 1.2 | 0.0 | 2 | -1 | -15 | -12 | -1 | 1
- Cc1cc(C)c(O)c(-c2cc(C(=O)Nc3ccc(S(=O)(=O)N4CCOCC4)cc3)[nH]n2)c1
 : -6 | 0.85 | 93* | -6 | 3 | 15 | -10 | -4 | 0.97
- C/C=C(/C)C(=O)O[C@@H]1c2cc3c(c(OC)c2-c2c(cc(OC)c(OC)c2OC)[C@@H](OC(C)=O)[C@@H](C)[C@H]1C)OCO3
 : -5 | 1.1 | -0.9 | -2 | -2 | -9 | -13 | -1 | 1
- Cc1cccn2c(NC(=O)c3ccccc3F)c(-c3ccccc3)nc12
 : -6 | 1.1 | -0.7 | -3 | -4 | -7 | -7 | -3 | 1
- CC(=O)Nc1ccc(S(=O)(=O)NCc2csc(-c3cccnc3)n2)cc1
 : -1 | 1.1 | 0.6 | -3 | -2 | -9 | 2 | 4 | 1
- O=C(COC(=O)C12CC3CC(CC(C3)C1)C2)NCc1ccccc1
 : -8 | 0.85 | 0.9 | 2 | 2 | 15 | 8 | -4 | 0.98

# Further records follow:
# Sequence of screens – APOBEC3G inh | hIAP act | MPTP inh | MIN6 prolif | mIAP block | hIAP inh | ATG4B inh | APOBEC3A inh | mIAP activ
- COc1cc(C(=O)NCC(=O)OCc2cc(=O)oc3c(C)c(C)ccc23)cc(OC)c1OC
 : -4 | 1 | -4.5 | -3 | -4 | 0 | -13 | 21 | 1
- CC(C)(C)c1cc(-c2csc(Nc3ccccc3)[n+]2Cc2ccc(C(=O)O)cc2)cc(C(C)(C)C)c1O
 : 1 | 0.84 | 19 | -7 | 19 | 16 | 46* | 5 | 0.81
- C=CCNC(=S)N/N=C/c1ccc(C)cc1C
 : -3 | 0.97 | -1.6 | -1 | 5 | 3 | 0 | 1 | 0.95
- O=C(CN1C(=O)NC2(CCCCC2)C1=O)Nc1ccc(Cl)cc1
 : -4 | 1.1 | -1.3 | -1 | -5 | -10 | 4 | -1 | 1.1
- Cn1c(=O)n(C)c2cc([N+](=O)[O-])c(N3CCN(S(C)(=O)=O)CC3)cc21
 : -7 | 1.5 | 0.6 | 0 | 1 | -49 | -5 | 1 | 0.99
- CCOc1ccc2c(c1)C(c1ccccc1)=NNC(c1ccccc1)=N2
 : 2 | 1.1 | 4.1 | 2 | 0 | -9 | 75* | 5 | 1
- CCn1cc(C(=O)O)c(=O)c2cc(F)c(N3CCN(C(=S)NC(=O)c4cccc(F)c4)CC3)cc21
 : -6 | 0.96 | 5.2 | -3 | -2 | 4 | -4 | -2 | 1
- OCC(O)CNC(=S)NC1CCCCC1 (centres undefined)
 : -6 | 0.98 | 0.3 | -3 | -9 | 2 | -9 | -1 | 1.1
- OC(CN1CC=C(/C=C/c2ccc(Br)cc2)CC1)c1ccccc1 (centres undefined)
 : -10 | 1.1 | 1.6 | 3 | 0 | -11 | 4 | -8 | 1
- O=S(=O)(c1ccccc1)N1CCc2ccccc2C1
 : -4 | 0.9 | -1.5 | 0 | 2 | 10 | 2 | -5 | 0.98
- N/C(=N\N=C\c1ccc(Br)o1)c1nonc1N
 : -5 | 0.95 | 1.5 | 2 | -8 | 5 | -1 | -1 | 1.1
- Cc1noc(C)c1S(=O)(=O)N(C)C[C@H]1Oc2ccc(NC(=O)NC3CCCCC3)cc2C(=O)N([C@H](C)CO)C[C@@H]1C
 : -8 | 0.98 | 1.8 | -1 | -157 | 2 | 8 | -5 | 2.6*
- CS(=O)(=O)N(CC(=O)NC1CCCCC1)c1cccc(F)c1
 : -10 | 1 | -2.4 | -2 | -3 | -1 | -9 | -3 | 1
- COC(=O)C1CSc2[nH]c(=O)sc2C1c1ccc(O)c(OC)c1 (centres undefined)
 : -4 | 0.93 | -1.3 | 4 | 11 | 7 | -6 | -5 | 0.89
- C/C(=N/NC(=O)CSc1nc2ccccc2n1C)c1ccco1
 : 38 | 1.3 | 0.5 | -1 | 4 | -35 | -4 | -1 | 0.96

# Next results follow:
molecule,APOBEC3G inh,hIAP act,MPTP inh,MIN6 prolif,mIAP block,hIAP inh,ATG4B inh,APOBEC3A inh,mIAP activ
O=C(CN1/C(=C(/O)c2ccccc2)C(=O)c2ccccc2S1(=O)=O)c1ccccc1,-5,0.91,-3.0,-2,-10,9,-1,-2,1.1
COc1ccccc1-n1cc(C(=O)N2CCCC(CO)(Cc3ccccc3C)C2)cn1 (centres undefined),-1,1.1,-1.1,-2,-6,-11,4,1,1.1
CCCNC(=S)N1CCC(NC(=O)c2ccc(OC)cc2)CC1,-5,0.78,0.7,-1,1,22,2,-5,0.99
O=C(Nc1ccc(S(=O)(=O)NCC2CCCO2)cc1)C1CC(=O)N(c2ccccc2)C1 (centres undefined),-3,1.2,1.8,-1,-2,-15,-6,-5,1
Cc1cccc(N(Cc2cc(=O)[nH]c3ccccc23)C(=O)CCl)c1,4,0.97,0.0,-5,2,3,11,0,0.98
Cc1ccc(C(=O)C2=C(O)C(=O)N(c3ncccn3)C2c2ccccc2F)o1 (centres undefined),3,1.1,-0.9,-1,6,-10,3,0,0.94
COC(=O)Cc1nnc(Nc2cccc(C)c2)c2ccccc12,40,1,2.3,-1,-9,-2,-5,-8,1.1
CCCCCCCCCCCCN1C/C(=C\C(=O)OCC)c2cc(C(F)(F)F)ccc2S1(=O)=O,-7,1.2,0.2,-9,7,-16,0,8,0.93
Cc1ccc(C)c2[nH]c(=O)c(C(c3nnnn3Cc3ccco3)N3CCc4ccccc4C3)cc12 (centres undefined),35,1.1,-4.1,-3,1,-8,-8,8,0.99
CCCS(=O)(=O)N1CCN(c2cc3c(cc2[N+](=O)[O-])n(C)c(=O)n3C)CC1,-1,0.9,0.8,-1,3,10,1,-3,0.97
CSc1nnc(-c2sc3cc(C(F)(F)F)cnc3c2-c2ccccn2)n1C,-7,0.87,-3.9,2,11,13,-10,-4,0.89
O=C(C1CCN(S(=O)(=O)c2cccc3cccnc23)CC1)N1CCN(C2CCCC2)CC1,-1,1.1,-0.5,3,-12,-15,.,-1,1.1
O=C(NC1CCCCC1)N1CCCC(CNS(=O)(=O)Cc2ccccc2)C1 (centres undefined),3,1.1,-1.6,-3,10,-5,10,3,0.9
O=c1c(Cc2ccccc2)c(O)ccn1C1CCCCCCC1,-8,0.98,0.1,1,3,2,4,-6,0.97
C/C(=N\N1CCN(Cc2ccccc2Cl)CC1)c1ccc([N+](=O)[O-])cc1,-3,1,19,-2,4,0,-1,1,0.96
Clc1ccc(SCCOCCN2CCOCC2)cc1,-1,1.2,0.0,-2,-1,-22,3,3,1
CCn1c(=O)cc(SCC(=O)N2CCN(C)CC2)c2ccccc21,1,1.3,-0.4,-4,0,-27,-3,-4,1
O=C(COC(=O)c1ccc(Br)o1)NCCCc1ccccc1,-2,0.95,-0.1,0,-3,5,-9,-3,1
CCOc1cc(CN2CCCC(N3CCc4ccccc4C3)C2)ccc1O (centres undefined),-3,1,-0.2,-3,-12,-1,1,-6,1.1
Nc1nnnn1/N=C/c1ccccc1OCc1ccc(Cl)cc1Cl,0,1.1,0.6,1,4,-6,3,3,0.96
CCOc1cc(C#N)ccc1OCC(=O)N1CCc2ccccc2C1,-9,1.3,0.7,-1,2,-26,-2,-2,0.98
CN(C)c1ccc(C2C=C(c3ccc(Cl)cc3OC(F)F)Nc3ncnn32)cc1 (centres undefined),-8,1,-19,-5,-9,0,2,-6,1.1
C=CCc1c(C)nc(SCC(N)=O)[nH]c1=O,-5,0.97,6.7,0,13,3,4,-1,0.87
COCCNC(=O)CSc1nnc(CCCN2C(=O)c3cccc4cccc(c34)C2=O)n1-c1ccccc1,-3,1,-0.8,0,1,-2,2,0,0.99
COCCn1c(C)cc(/C=C2/NC(=O)N(c3ccc(Cl)cc3)C2=O)c1C,-4,0.94,-0.4,0,4,6,-8,-1,0.96
CN1CCN(C(=O)CCCOc2cc(=O)n(C)c3ccccc23)CC1,-1,0.91,-2.1,1,-1,9,-11,-1,1
CC(=O)Nc1ccc(S(=O)(=O)N2CCN(C(=O)N3CCCC3)CC2)cc1,-6,0.97,0.4,2,-2,3,1,0,1
COc1ccc(N(C(=O)c2ccccc2C)S(=O)(=O)c2cccs2)cc1,1,0.77,0.4,-6,0,24,-7,4,1

# High-throughput results from PubChem.

# Not a hit list; overall some 3.3% were active at least once.
